Epigenetic reg: epigenetic control regulation, reporter derepression. actives 0.2% (n = 280,000). Potency, µM (series often up to 53.9 µM), inactives show at the top dose GFP activation, hits mostly activators. murine LDR cells, GFP reporter derepression, 30 h; active means well fitted activation curve with a large enough effect; inconclusive means small, poorly fitted or top-dose-only effect; further: % of control where 0% means no effect; nearly all actives have a fitted effect of over 60% in size
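Murine LDR cells carrying a silenced, genomically integrated CMV-driven GFP reporter were exposed to compound for 30 hours at 37 C. After PBS washes, GFP-positive cells (20–120 um objects) were counted by laser-scanning microplate cytometry.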
* = called active by the depositor; ? = inconclusive. Potency means the concentration at half of the fitted maximal effect. Not all compounds are listed, so the mix of outcomes need not match the whole.

SMILES	Epigenetic reg
Cc1cc(Br)ccc1NC(=O)CCNS(=O)(=O)c1cccc2nonc12	1.6%
Cc1ccc(CNC(=O)Cc2c(C)c3c(cc(C)c4c(C)coc43)oc2=O)cc1	-3.6%
CCOc1ccc(N2CC(c3nc4ccccc4n3CCCOc3ccc(OC)cc3)CC2=O)cc1 (stereo unspecified)	-1.9%
CCc1ccc(Nc2nc3c(S(=O)(=O)c4ccc(C)cc4)nnn3c3ccsc23)cc1	8.3%
CCC1CCCCN1CCCNC(=O)c1ccc2c(c1)N(Cc1ccccc1)C(=O)c1ccccc1S2(=O)=O (stereo unspecified)	0.0%
CCOc1cc(C(=O)Nc2c(NC)c3ccccc3oc2=O)cc(OCC)c1OCC	0.7%
COc1ccc(CNC(=O)c2nc(SC(C)C)ncc2Cl)cc1	-1.4%
CC(=O)Nc1ccc(NC(=O)CN2C(=O)CC(c3ccco3)Sc3ccccc32)cc1 (stereo unspecified)	0.0%
COc1ccc(CNC(=O)C2CCN(Cc3nc(-c4ccc(OC)c(OC)c4)oc3C)CC2)cc1	-1.1%
CCOC(=O)N1CCN(C(=O)CN(c2ccccc2F)S(=O)(=O)c2ccc(C)cc2)CC1	-0.8%
CCc1cc2c(cc3c(=O)n(CC(=O)NCCc4ccc(OC)c(OC)c4)ncn32)s1	2.7%
Cc1c(CNC2CCCCCC2)c(C(=O)O)c(C)n1Cc1ccc(F)cc1Cl	-0.6%
CCCCCSc1nnc2c(n1)OC(c1ccc(C)s1)N(C(C)=O)c1ccccc1-2 (stereo unspecified)	1.9%
Cc1ccccc1-n1nc(CO)c(C(=O)NCC(c2ccccc2)c2ccccc2)n1	-0.3%
Cn1c(=O)oc2cc(S(=O)(=O)NCCC(=O)Nc3ccc(F)c(Cl)c3)ccc21	-1.4%
Cc1ccc(S(=O)(=O)N(CC(=O)NCCSc2ccc(Cl)cc2)c2ccccc2C)cc1	-1.1%
COc1ccc(S(=O)(=O)c2cn(C)c3ccc(C)cc3c2=O)cc1	2.6%
COc1cccc(CN2CCCN(Cc3ccc(F)cc3)S2(=O)=O)c1	-1.7%
O=C(Nc1nnc(N2CCCCCC2)s1)Nc1ccccc1C(F)(F)F	1.4%
Cn1c(SCC(=O)c2ccc(F)cc2)nnc1-c1ccccc1Br	-1.1%

Quoted at random: 6 entries already listed, in no set order.
SMILES	Epigenetic reg
Cc1ccc(CNC(=O)Cc2c(C)c3c(cc(C)c4c(C)coc43)oc2=O)cc1	-3.6%
Cc1c(CNC2CCCCCC2)c(C(=O)O)c(C)n1Cc1ccc(F)cc1Cl	-0.6%
CCCCCSc1nnc2c(n1)OC(c1ccc(C)s1)N(C(C)=O)c1ccccc1-2 (stereo unspecified)	1.9%
Cn1c(=O)oc2cc(S(=O)(=O)NCCC(=O)Nc3ccc(F)c(Cl)c3)ccc21	-1.4%
CCc1cc2c(cc3c(=O)n(CC(=O)NCCc4ccc(OC)c(OC)c4)ncn32)s1	2.7%
Cn1c(SCC(=O)c2ccc(F)cc2)nnc1-c1ccccc1Br	-1.1%

(continued)
SMILES	Epigenetic reg
Cc1cc(NC(=O)c2cccc(Cl)c2)ccc1-c1cc2ccccc2oc1=O	2.4%
CC(C)CC1Nc2ccc(C(=O)NCCCOC(C)C)cc2NC1=O (stereo unspecified)	-1.8%
CCOC(=O)c1c(NC(=O)c2ccccc2C)sc2c1CCCC2	-1.1%
CC(NC(=O)Nc1cc(Cl)ccc1Cl)c1c(-n2cccc2)sc2c1CCCC2 (stereo unspecified)	-2.6%
CCN(CC)C(=O)Cn1c(=O)n(Cc2ccc(C(=O)NCc3ccc(C)cc3)cc2)c(=O)c2ccccc21	4.7%
O=C(Nc1nc2n(n1)C(c1ccccc1)C=C(c1ccccc1)N2)c1ccccc1 (stereo unspecified)	4.8%
CCc1ccc(NC(=O)c2sc3nc(C)cc(C)c3c2NC(=O)c2ccccc2)cc1	-1.1%
COC(=O)c1ccc(C(=O)Nc2ccc(-c3nc4cc(NC(=O)c5ccc(C(=O)OC)cc5)ccc4o3)cc2)cc1	-1.6%
CC1CCN(S(=O)(=O)c2ccc3c(c2)N(CC(=O)NCCCOC(C)C)C(=O)CO3)CC1	-0.4%
O=C(O)c1cccc(-n2cnc3cccnc32)c1	3.6%
CCc1ccc(CN(Cc2ccco2)C(=O)c2ccc(C)cc2)cc1	8.2%
COc1ccc(CN2COc3ccc4c(-c5ccccc5)cc(=O)oc4c3C2)cc1	1.9%
COc1ccc(CC(=O)Nc2c(C(=O)N3CCN(c4ccccc4)CC3)oc3ccccc23)cc1OC	-3.2%
Clc1ccc2nc(-c3ccc(Br)o3)c(Nc3ccc4c(c3)OCCO4)n2c1	?
Cc1ccc(-c2nc(CSc3nncn4c3cc3occc34)c(C)o2)cc1	-0.7%
Cc1cc(NC(=O)n2ncc3c(C)cccc32)ccc1Br	1.1%
COc1ccc(CCNC(=O)c2cccc(Nc3nc4ccccc4nc3-n3nc(C)cc3C)c2)cc1OC	8.0%
CCC(C(=O)Nc1cc(OC)ccc1OC)n1c(C)c2cnn(-c3ccccc3)c(=O)c2c1C (stereo unspecified)	-2.2%
O=S(=O)(NCCc1nnc2ccc(SCc3c(F)cccc3Cl)nn12)c1ccccc1	0.6%
O=c1c2sc3ccccc3c2n(Cc2ccc(F)cc2Cl)c(=O)n1Cc1ccccc1	-0.9%
COC(=O)c1ccccc1NC(=O)c1nn(C)c2c1COc1ccccc1-2	-2.5%
Fc1ccc(-c2cc(-c3ccccc3)c3c(n2)-c2cc(F)ccc2OC3)cc1	-1.1%
Cc1nc2cccnc2n1-c1cccc(C(=O)NCCN(C)C)c1	-2.2%
COCc1c(Br)c(C)nc2sc3c(=O)n(-c4cccc(Br)c4)nnc3c12	-1.0%
COc1ccc(NC(=O)CSc2nc(-c3ccco3)cc(C(F)(F)F)n2)c(OC)c1	0.8%
O=C(c1ccc(CSc2nc3ccncc3n2Cc2ccccc2F)cc1)N1CCCCCC1	1.4%
CCc1ccc(-n2c(=O)c3cccnc3n2CC(=O)Nc2cc(OC)ccc2OC)cc1	-1.5%
Cc1ccc(CN2CCCN(CC(=O)Nc3ccc(C)cc3C)S2(=O)=O)cc1	-1.9%
CCN(CC)c1ccc(-c2nc(-c3ccco3)no2)cc1[N+](=O)[O-]	-3.4%
O=S(=O)(c1ccc(-c2cc(C(F)(F)F)on2)s1)N1CCN(c2ccccc2)CC1	-1.4%
CCc1ccc(-c2nc(CN3CCCC(C(=O)NCc4ccccc4Cl)C3)c(C)o2)cc1 (stereo unspecified)	-1.1%
CCCc1cc(C(=O)Nc2c(C)nn(Cc3c(Cl)cccc3Cl)c2C)no1	-1.8%
CCc1nn(CC(=O)NCc2ccccc2Cl)c(=O)c2cc3ccccc3n12	1.4%
CCOc1ccc(/C=C/C(=O)Nc2sc3c(c2C(=O)OC)C(C(=O)OC)CC3)cc1 (stereo unspecified)	11.9%
COc1cccc(CNC(=O)CCCn2nc(C)c3sc4ccccc4c3c2=O)c1	2.4%
CCOC(=O)CN1C(C(=O)c2ccccc2)=C(OC(=O)c2ccccc2)c2ccccc2S1(=O)=O	-2.0%
COc1ccc(N2CCN(C(=O)c3cc(-c4ccc(C)c(F)c4)on3)CC2)cc1	3.0%
CCOc1cccc(OCCCn2c(-c3ccc(Br)cc3)nc3ccccc3c2=O)c1	3.1%
CCN(CCCNC(=O)c1cc2cc3ccc(OC)cc3nc2s1)c1ccccc1	3.8%
CC(=O)N1CCCC1c1nc2ccccc2n1Cc1cccc(Cl)c1 (stereo unspecified)	-3.4%

Filtered by structure, the compounds so far with a COOH group (2)
SMILES	Epigenetic reg
Cc1c(CNC2CCCCCC2)c(C(=O)O)c(C)n1Cc1ccc(F)cc1Cl	-0.6%
O=C(O)c1cccc(-n2cnc3cccnc32)c1	3.6%

Going on with the list.
SMILES	Epigenetic reg
Cc1ccc(CN2CCSc3ccc(C(=O)Nc4ccc(C)cc4)cc32)cc1	-2.3%
O=c1oc2ccc3ccccc3c2cc1-c1nnc(Nc2ccccc2)s1	0.3%
CCc1ccc(C(=O)CC2(O)C(=O)N(Cc3ccc(C)cc3)c3ccccc32)cc1 (stereo unspecified)	0.7%
CCOC(=O)c1ccc(NC(=O)Cn2cc(C(=O)c3cccs3)c3ccccc32)cc1	-0.1%
COc1ccc(-c2onc(C)c2C)cc1S(=O)(=O)N1CCN(c2ccc(Cl)cc2)CC1	-1.5%
COC(=O)c1cc2oc3ccccc3c2n1CC(=O)Nc1ccc(C)c(F)c1	4.1%
COc1ccc(OC)c(C2c3c(-c4ccc(Br)cc4)n[nH]c3C(=O)N2c2ccc(Cl)cc2)c1 (stereo unspecified)	8.7%
CC1=C(C(=O)Nc2ccccc2C)C(c2ccncc2)n2nc(SCc3ccccc3Cl)nc2N1 (stereo unspecified)	-0.2%
COc1cccc(NC(=O)/C(C#N)=C/c2c(C)n(Cc3ccccc3)c3ccccc23)c1	0.3%
COc1ccc(N2Cc3cccc(C(=O)Nc4ccc(C)cc4)c3C2=O)cc1	2.0%
CCOC(=O)COc1ccc(F)cc1C(=O)c1ccn2nc(-c3ccc(Cl)cc3)cc2n1	-0.2%
CCc1cccc(C)c1NC(=O)C1CCN(S(=O)(=O)Cc2ccccc2)CC1	-6.3%
CCCCCn1cc2c(c1-c1ccc(Br)cc1)c(=O)n(C)c(=O)n2C	7.7%
CCc1ccc(-n2c(=O)c3ccc(C(=O)NCCc4ccccc4)cc3n(CC(N)=O)c2=O)cc1	-3.5%
COc1cccc(-n2c(C)nc3c(cnn3-c3ccc(C)c(C)c3)c2=O)c1	3.2%
CC1CCN(S(=O)(=O)c2ccc3c(c2)N(CC(=O)N2CCN(c4ccccc4)CC2)C(=O)CO3)CC1	-5.6%
Cc1ccc(-n2c(=O)c3ccc(C(=O)NCc4ccco4)cc3n(Cc3cccc(Cl)c3)c2=O)cc1	0.5%
CC(=O)N1CCc2cc(S(=O)(=O)NC(CC(C)C)C(=O)NCc3ccccc3)ccc21 (stereo unspecified)	-0.8%
Cn1c(=O)c2sccc2n2c(CCCC(=O)Nc3ccc(F)c(F)c3)nnc12	9.2%
CN(Cc1ccccc1)S(=O)(=O)c1ccc(NC(=O)c2cc(=O)c3ccccc3o2)cc1	-1.0%

Three entries from above, with bars between the fields:
smiles | Epigenetic reg
CN(Cc1ccccc1)S(=O)(=O)c1ccc(NC(=O)c2cc(=O)c3ccccc3o2)cc1 | -1.0%
CC1CCN(S(=O)(=O)c2ccc3c(c2)N(CC(=O)N2CCN(c4ccccc4)CC2)C(=O)CO3)CC1 | -5.6%
COc1ccc(N2Cc3cccc(C(=O)Nc4ccc(C)cc4)c3C2=O)cc1 | 2.0%

Next section
SMILES	Epigenetic reg
O=C(NCc1cccc(Br)c1)c1ccc(-n2cnc3cccnc32)cc1	3.7%
CCOC(=O)c1ccc(-n2c(-c3ccc(C)cc3)c(C)n3c4c(=O)n(C)c(=O)n(C)c4nc23)cc1	0.0%
O=C(Cn1nnc2sc(-c3ccccc3)cc2c1=O)Nc1cccc(C(F)(F)F)c1	?
Cc1cc(Cl)ccc1OCc1nc(-c2ccc(-n3cccc3)cc2)no1	-1.0%
Cc1cccc(Cc2c(C)nc3nc(SCC(=O)NC4CCCCC4)nn3c2C)c1	3.1%
CCOc1ccccc1NC(=O)CC1C(=O)NCCN1C(=O)c1ccc(F)cc1 (stereo unspecified)	-1.1%
CCOc1ccc(C(=O)/C=C/c2cn(CC(O)CN3CCCCCC3)c3ccccc23)cc1 (stereo unspecified)	-2.2%
Cc1nc2c(C(=O)N(C)Cc3ccccc3)c[nH]n2c(=O)c1Cc1ccc(Cl)cc1	-0.9%
COc1ccc(-c2nn(-c3ccc(F)cc3)c3c2cnc2ccc(F)cc23)cc1OC	-0.7%
Cc1cccc2c1-c1sc(C(=O)NCc3ccccc3Cl)cc1CO2	0.0%
CCOC(=O)c1ccc(NC(=O)Nc2c[nH]c(=O)[nH]c2=O)cc1	-0.3%
CCOC(=O)c1c(NC(=O)c2cc3ccccc3c(=O)o2)sc2c1CCC(C)C2 (stereo unspecified)	0.1%
O=C(CC1C(=O)N(c2ccccc2)C(=O)N1CCC1=CCCCC1)Nc1ccc(F)cc1 (stereo unspecified)	0.3%
CCOc1ccc(NC(=O)c2cnn(-c3ccc(C)c(C)c3)c2C2CCN(C(=O)OC(C)(C)C)CC2)cc1	0.0%
CCCN(CCC)CCNC(=O)c1cc2c(-c3ccc(Cl)cc3)nn(C)c2s1	3.6%
CCc1ccc(S(=O)(=O)c2c(C(=O)c3ccc(C)c(C)c3)cnc3ccccc23)cc1	0.8%
CC(=O)c1cc(-c2ccc(F)cc2)n(CCC(=O)NCc2ccccc2C)c1C	0.8%
Cc1cccc(Cn2c(SCc3ccc(C(=O)N4CCC(C)CC4)cc3)nc3ccncc32)c1	10.0%
CN1C(C(=O)Nc2ccc(OC(F)(F)F)cc2)=CC(c2cccs2)=NS1(=O)=O	4.0%
Cc1ccc(Nc2c(-c3ccco3)nc3ccc(C)cn23)cc1	-0.7%
COc1ccc(-c2cc(C(F)(F)F)c(C#N)c(SCC(=O)Nc3ccccc3F)n2)cc1	2.9%
COc1cccc(N2CCN(C(=O)c3ccc(Cn4c(=O)[nH]c5cc(OC)c(OC)cc5c4=O)cc3)CC2)c1	0.1%
CSc1nn(Cc2cccc(F)c2)c(N(C(C)=O)C(C)=O)c1S(=O)(=O)c1ccccc1	-0.7%
CC(C)(C)OC(=O)N1CCC(c2nnc(SCc3ccccc3)o2)CC1	-2.7%
CC1=C(C(=O)Nc2ccccc2)C(c2ccccn2)n2nc(SCc3ccccc3Cl)nc2N1 (stereo unspecified)	1.1%
CCCCn1c(=O)c2oc3ccccc3c2n(Cc2cccc(C)c2)c1=O	-1.5%
COCc1cc(C)nc2sc3c(c12)NC(c1ccccc1C(=O)O)N(c1cccc(C(F)(F)F)c1)C3=O (stereo unspecified)	-1.2%

Screening data as filed in PubChem.
